Source: PubChem
SUMO Mot1 rescue = inhibitors of SUMOylation pathway: yeast Mot1-301 growth rescue. S. cerevisiae Mot1-301 growth rescue, ATP luminescence, 38.5C; percent above DMSO median, 100 means doubled. growth rescue, % at 18.8 µM. 320,000 tested, 1% active;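 active means every valid replicate shows activation above 250% relative to neutral control wells; inactive means the rest, any valid replicate at or below 250%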;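 further: OY570 slx delta 5 strain wells were the positive control but not used for scaling; some compounds called inactive have numbers as strong as hits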
Ecoli viability = bacterial growth inhibition, counter-screen for AddAB inhibitors. inhibition, % at 11.9 µM. E. coli V3065 growth, OD600 absorbance, 18 h. 330,000 tested, 0.27% active. AID 449728;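 active means inhibition above the campaign's mean inhibition across all tested compounds plus 3 SD, cut at about 9.9% in these data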;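 further: uninfected addAB+ strain grown without phage in ampicillin broth; 0% = DMSO wells and 100% = ciprofloxacin 0.95 µg/ml wells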
OPRM1-OPRD1 inv = mu-delta opioid heterodimer inverse agonism. inhibition, % at 9.3 µM. P35372+P41143. 340,000 tested, 0.21% active. cell-based MOR-DOR heterodimer luminescence; in the data active means inhibition above about 22%, passing the limit was not always enough;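 further: 0% = cells with DMSO and 100% = wells without cells with DMSO; values of inactives mirror those of a sister screen read the other way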
Tat export inh = blocks Tat-dependent protein export in E. coli; E. coli MC4100 TorA-mCherry Tat export, fluorescence; inhibition, % at 10 µM; 340,000 tested, 0.036% active;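 active means mean replicate inhibition at least 50% and at least half of replicates individually reaching 50%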;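 further: exported cargo escapes ClpAP degradation while cytoplasmic cargo is degraded and loses fluorescence; 0% = median of neutral control wells and 100% = median of NaSCN control wells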
PKA-R1A activ = activators of PKA-R1A complex. P00514+P68181. PKA-R1A dissociation, Cy5-IP20 fluorescence polarization; scaled: DMSO 0%, 113 µM cGMP 100%. activation, % at 11.4 µM. 340,000 tested, 0.083% active. AID 504707;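 active means percent activation above the mean of all tested compounds plus 3 SD, cut at about 19% in these data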;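 further: higher means more PKAc released from R1A so a rise in polarization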
AddAB inh = less growth of phage-infected E. coli with AddAB; E. coli expressing H. pylori AddAB, absorbance growth; inhibition, % at 11.9 µM; 330,000 tested, 0.29% active; AID 435030; in the data active means inhibition above about 12%;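 further: 0% = vehicle wells of infected cells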
HTR5A inv ag = inverse agonist of human HTR5A in OPRM1-OPRD1 counter-screen; P47898; HTR5A cell line, luminescence, inverse agonism; inhibition, % at 9.3 µM; 340,000 tested, 0.083% active; AID 504634; in the data active means inhibition mostly above about 23%, no sharp cut-off; inactive means mostly below about 18%;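 further: 0% = cells with DMSO and 100% = no-cell wells with DMSO; some compounds called inactive have numbers as strong as hits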
Target sequence (P47898 whole entry, looked up): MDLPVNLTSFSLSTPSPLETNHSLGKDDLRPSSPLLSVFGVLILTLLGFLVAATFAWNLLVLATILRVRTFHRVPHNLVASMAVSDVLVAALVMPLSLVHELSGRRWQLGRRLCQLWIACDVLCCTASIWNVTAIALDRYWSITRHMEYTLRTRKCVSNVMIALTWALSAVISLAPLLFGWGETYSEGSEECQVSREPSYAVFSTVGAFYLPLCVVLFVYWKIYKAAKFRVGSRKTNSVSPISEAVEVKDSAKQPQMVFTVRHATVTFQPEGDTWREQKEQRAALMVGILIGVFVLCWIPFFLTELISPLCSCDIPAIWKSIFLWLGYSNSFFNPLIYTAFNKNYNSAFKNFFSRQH
PKA-R2B activ = activates the human PKA-R2B holoenzyme complex. P22694+P31323. PKA-R2B holoenzyme dissociation, Cy5-IP20 fluorescence polarization; R2B truncated from residue 108, S112A mutant; 0% DMSO only, 100% 113 µM cGMP. activation, % at 11.4 µM. 340,000 tested, 0.079% active;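 active means activation above a cutoff set at the mean over all compounds plus 3 SD, cut at about 18% in these data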;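 further: higher means more holoenzyme dissociation and a rise in polarization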
Target sequence (P31323 whole entry, looked up, other chains not shown, the tested form may be a part): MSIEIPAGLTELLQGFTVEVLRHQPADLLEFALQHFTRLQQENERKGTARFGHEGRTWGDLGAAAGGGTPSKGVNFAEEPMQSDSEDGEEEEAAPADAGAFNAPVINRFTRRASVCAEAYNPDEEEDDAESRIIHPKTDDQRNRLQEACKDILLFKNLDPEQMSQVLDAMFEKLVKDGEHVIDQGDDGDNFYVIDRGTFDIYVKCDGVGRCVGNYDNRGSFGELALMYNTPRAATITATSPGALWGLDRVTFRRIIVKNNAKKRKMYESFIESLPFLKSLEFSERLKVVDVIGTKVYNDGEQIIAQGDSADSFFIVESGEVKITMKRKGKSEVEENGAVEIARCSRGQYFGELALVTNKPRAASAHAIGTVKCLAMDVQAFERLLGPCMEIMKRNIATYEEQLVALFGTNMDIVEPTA
PfHsp90 set2 = growth inhibition of yeast expressing Plasmodium Hsp90; 310,000 tested, 0.32% active; inhibition, % at 9.4 µM; AID 504621; S. cerevisiae expressing PfHsp90, BacTiter-Glo ATP, 48 h; yeast lacking PDR1 and PDR3 efflux regulators;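 active means every replicate shows inhibition above about 80%, whatever the replicate mean, limit read from the data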;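 further: 0% = DMSO neutral controls and 100% = 20 µM radicicol positive controls; yeast relying on Plasmodium falciparum Hsp90 in place of its own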
MOR-DOR ag = agonists of human mu-delta opioid receptor heterodimerization. P35372+P41143. cells, OPRM1-OPRD1 heterodimerization, luminescence. activation, % at 9.3 µM. 340,000 tested, 0.3% active; in the data active means activation above about 18%;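 further: 0% = vehicle-treated cells and 100% = reference agonist; values of inactives mirror those of a sister screen read the other way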
phage Ecoli inh = E. coli growth loss with phage present. growth absorbance. inhibition, % at 11.9 µM. 360,000 tested, 0.26% active; in the data active means inhibition above about 11%
The depositor's hits bear a star; / = not tested or not shown.

| nr | Structure | phage Ecoli inh | PfHsp90 set2 | Ecoli viability | Tat export inh | SUMO Mot1 rescue | OPRM1-OPRD1 inv |
| --- | --- | --- | --- | --- | --- | --- | --- |
| 1 | CCOc1nc(N=C(N)N)nc2c(C)cccc12 | 3.0 | 12 | 1.9 | 6 | 57 | 8 |
| 2 | CCOc1ccccc1OC(=O)c1ccco1 | 2.8 | -4 | -1.2 | -3 | / | 7 |
| 3 | CC(O)(CS(=O)(=O)Cc1ccccc1)C(=O)Nc1cccc(C(F)(F)F)c1 (centres undefined) | 2.4 | 2 | 0.0 | -2 | -5 | 9 |
| 4 | Cc1ccc2oc(-c3cccc(NC(=O)c4cc(-n5cnnc5)ccc4Cl)c3)nc2c1 | 1.5 | 29 | -1.0 | -6 | -1 | -58 |
| 5 | COc1ccc2c(c1)C1(C)CC(C)(C)N2C(=O)N1c1ccccc1 (centres undefined) | -0.6 | -4 | 0.9 | -4 | 11 | 5 |
| 6 | CCOC(=O)Cn1c(=O)c2c(nc3n2CCN3Cc2ccccc2)n(C)c1=O | 0.5 | -9 | 0.9 | -7 | 3 | / |
| 7 | COc1ccc(C2=NS(=O)(=O)N(C)C(C(=O)Nc3ccc4c(c3)OCO4)=C2)cc1OC | 3.7 | 5 | 0.9 | -1 | 9 | 2 |
| 8 | CC(C)Cn1c(O)c(/C=C2\C=NN=C2c2ccccc2)sc1=S | 2.6 | 0 | -1.2 | 12 | 5 | -14 |

| nr | MOR-DOR ag | PKA-R1A activ | PKA-R2B activ | AddAB inh | HTR5A inv ag |
| --- | --- | --- | --- | --- | --- |
| 1 | -1.7 | -3 | 6 | 3.0 | -17 |
| 2 | -1.4 | -7 | 5 | -1.1 | -30 |
| 3 | -1.7 | -10 | -5 | 3.5 | 3 |
| 4 | 12 | -7 | 0 | -1.6 | 0 |
| 5 | -1.0 | 7 | 6 | 2.7 | 5 |
| 6 | / | -13 | -2 | 3.2 | / |
| 7 | -0.4 | -6 | 0 | -2.0 | 24 |
| 8 | 2.0 | 0 | -4 | -2.0 | 6 |

The listing continues.
| nr | Structure | phage Ecoli inh | PfHsp90 set2 | Ecoli viability | Tat export inh | SUMO Mot1 rescue | OPRM1-OPRD1 inv |
| --- | --- | --- | --- | --- | --- | --- | --- |
| 9 | Cc1ccc(NC2CC(C)NC(=S)N2)cc1 (centres undefined) | 2.5 | -6 | -1.3 | -2 | -11 | 10 |
| 10 | CCn1c(SCC(=O)NC2CCCCC2)nc2ccccc2c1=O | 1.5 | 27 | 2.6 | -7 | -12 | 11 |
| 11 | O=C1CCCC2=C1C1(CCCC1)N=C(Nc1nc3ccccc3s1)N2 | 0.9 | -7 | 1.2 | 7 | -7 | 7 |
| 12 | Cc1ccc(OCC(=O)OCC(=O)c2cccc([N+](=O)[O-])c2)cc1C | 2.4 | -12 | 0.8 | 8 | -6 | 44* |
| 13 | O=C(COC(=O)CCc1nc2ccccc2c(=O)[nH]1)Nc1ccc(Cl)cn1 | -0.3 | 13 | -2.0 | -9 | 215 | 14 |
| 14 | Cc1ccc(NC(=O)/C(=C\c2cccc(Br)c2)NC(=O)c2ccco2)cc1 | 2.9 | -7 | -0.5 | 2 | 6 | 13 |
| 15 | O=C(NCC(c1ccco1)N1CCc2ccccc2C1)c1cccc([N+](=O)[O-])c1 (centres undefined) | 1.9 | / | -0.2 | -2 | 1 | 6 |
| 16 | Cc1cccc(NC(=O)Cn2cnc3c(oc4nc5c(cc43)COC(C)(C)C5)c2=O)c1 | 4.2 | 14 | -1.2 | 1 | -10 | 1 |

| nr | MOR-DOR ag | PKA-R1A activ | PKA-R2B activ | AddAB inh | HTR5A inv ag |
| --- | --- | --- | --- | --- | --- |
| 9 | -1.9 | -2 | 11 | 1.6 | 2 |
| 10 | -2.2 | -10 | -5 | -1.8 | 6 |
| 11 | -1.4 | -7 | -5 | 0.2 | -19 |
| 12 | -7.7 | 4 | -6 | -0.7 | 19 |
| 13 | -2.8 | -7 | -11 | 1.9 | 5 |
| 14 | -2.2 | -6 | -1 | 2.1 | 14 |
| 15 | -0.9 | -13 | -16 | -0.5 | -33 |
| 16 | -0.1 | -1 | -1 | -1.5 | -3 |

Part of the list above in another layout:
No. | structure | phage Ecoli inh | PfHsp90 set2 | Ecoli viability | Tat export inh | SUMO Mot1 rescue | OPRM1-OPRD1 inv | MOR-DOR ag | PKA-R1A activ | PKA-R2B activ | AddAB inh | HTR5A inv ag
5 | COc1ccc2c(c1)C1(C)CC(C)(C)N2C(=O)N1c1ccccc1 (centres undefined) | -0.6 | -4 | 0.9 | -4 | 11 | 5 | -1.0 | 7 | 6 | 2.7 | 5
6 | CCOC(=O)Cn1c(=O)c2c(nc3n2CCN3Cc2ccccc2)n(C)c1=O | 0.5 | -9 | 0.9 | -7 | 3 | / | / | -13 | -2 | 3.2 | /
7 | COc1ccc(C2=NS(=O)(=O)N(C)C(C(=O)Nc3ccc4c(c3)OCO4)=C2)cc1OC | 3.7 | 5 | 0.9 | -1 | 9 | 2 | -0.4 | -6 | 0 | -2.0 | 24
8 | CC(C)Cn1c(O)c(/C=C2\C=NN=C2c2ccccc2)sc1=S | 2.6 | 0 | -1.2 | 12 | 5 | -14 | 2.0 | 0 | -4 | -2.0 | 6
9 | Cc1ccc(NC2CC(C)NC(=S)N2)cc1 (centres undefined) | 2.5 | -6 | -1.3 | -2 | -11 | 10 | -1.9 | -2 | 11 | 1.6 | 2
10 | CCn1c(SCC(=O)NC2CCCCC2)nc2ccccc2c1=O | 1.5 | 27 | 2.6 | -7 | -12 | 11 | -2.2 | -10 | -5 | -1.8 | 6
11 | O=C1CCCC2=C1C1(CCCC1)N=C(Nc1nc3ccccc3s1)N2 | 0.9 | -7 | 1.2 | 7 | -7 | 7 | -1.4 | -7 | -5 | 0.2 | -19
12 | Cc1ccc(OCC(=O)OCC(=O)c2cccc([N+](=O)[O-])c2)cc1C | 2.4 | -12 | 0.8 | 8 | -6 | 44* | -7.7 | 4 | -6 | -0.7 | 19
13 | O=C(COC(=O)CCc1nc2ccccc2c(=O)[nH]1)Nc1ccc(Cl)cn1 | -0.3 | 13 | -2.0 | -9 | 215 | 14 | -2.8 | -7 | -11 | 1.9 | 5

Following part:
| nr | Structure | phage Ecoli inh | PfHsp90 set2 | Ecoli viability | Tat export inh | SUMO Mot1 rescue | OPRM1-OPRD1 inv |
| --- | --- | --- | --- | --- | --- | --- | --- |
| 17 | CCOC(=O)c1cc2c(ccn2C)n1CC(=O)N(C)C | 4.7 | -7 | 1.1 | 11 | 207 | 11 |
| 18 | Cc1ccccc1N1CCN(C2CCCN(C(=O)c3ocnc3C)C2)CC1 (centres undefined) | 2.0 | 10 | / | -7 | -15 | 6 |
| 19 | O=C(COC(=O)c1ccc([N+](=O)[O-])o1)NC1CCCCC1 | 1.6 | 2 | 1.7 | -1 | -7 | -19 |
| 20 | COc1ccc(C(=O)NCCSC2CCCCC2)cc1 | 2.9 | 6 | 1.1 | -4 | -6 | -28 |
| 21 | OCCNCc1cc(Br)ccc1OCc1ccc(Cl)cc1Cl | 2.6 | -7 | / | -5 | / | -15 |
| 22 | O=C(CCN1C(=O)C2C3C=CC(C3)C2C1=O)N1CCN(c2cccc(Cl)c2)CC1 (centres undefined) | 1.6 | -3 | -2.6 | -5 | -7 | -11 |
| 23 | NC(=O)NNc1cccc(Cl)n1 | 5.1 | 9 | -0.3 | -3 | -4 | 17 |

| nr | MOR-DOR ag | PKA-R1A activ | PKA-R2B activ | AddAB inh | HTR5A inv ag |
| --- | --- | --- | --- | --- | --- |
| 17 | -2.1 | 4 | -12 | -0.2 | -9 |
| 18 | -0.8 | -16 | -7 | / | 0 |
| 19 | 4.5 | -6 | 1 | 3.2 | -1 |
| 20 | 4.6 | 0 | -1 | 2.5 | 0 |
| 21 | 2.6 | -5 | 0 | / | -28 |
| 22 | 1.9 | 15 | 14 | 3.6 | -1 |
| 23 | -2.6 | 0 | -2 | 3.3 | -18 |

Hits appear at their usual frequency (roughly 2.2% active in at least one column).
